From PubChem
BCLXL inh: inhibitors of human Bcl-xL; Q07817; GST-Bcl-xL / FITC-Bim BH3 peptide fluorescence polarization; inhibition, % at 10.9 µM; hit rate 0.7% among 320,000;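 active means inhibition above the mean of all tested compounds plus 3 SD, cutoff set per campaign, cut at about 30% in these data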;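 further: 0% = DMSO wells and 100% = unlabeled Bim-BH3 peptide competitor; inhibitors lower millipolarization by displacing the labeled peptide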
Target sequence (Q07817 whole entry, looked up): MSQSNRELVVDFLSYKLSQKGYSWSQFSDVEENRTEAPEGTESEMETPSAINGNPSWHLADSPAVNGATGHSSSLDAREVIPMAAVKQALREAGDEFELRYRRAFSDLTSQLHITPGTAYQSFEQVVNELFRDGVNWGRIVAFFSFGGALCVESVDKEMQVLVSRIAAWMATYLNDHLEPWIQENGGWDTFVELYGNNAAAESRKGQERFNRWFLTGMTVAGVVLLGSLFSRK
PME-1 primary: PME-1 (human) inhibition. hit rate 0.53% among 320,000. inhibition, % at 5.9 µM. AID 2130. recombinant PME-1, FP-Rh probe fluorescence polarization. Q9Y570;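 active means inhibition above the campaign mean of all compounds plus 3 SD, cut at about 26% in these data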;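 further: competitive labeling of PME-1 active site by serine hydrolase directed probe; 0% = PME-1 with DMSO and 100% = wells lacking PME-1 enzyme; inhibitors block probe labeling so polarization falls and inhibition rises; many of its hits are not listed in these tables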
TPT1 inh: blocks Candida albicans tRNA 2'-phosphotransferase. inhibition, % at 5 µM. recombinant caTPT1, FP RNA substrate dephosphorylation. hit rate 0.81% among 300,000;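 active means inhibition above the mean of all tested compounds plus 3 SD, set per screening campaign, cut at about 24% in these data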;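 further: plate controls were DMSO alone for no effect and ferristatin control at 100 nM for full effect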
Fam108B inh: counter-screen for RBBP9 inhibitors: inhibitors of mouse Fam108B. inhibition, % at 9.51 µM. hit rate 0.33% among 300,000. recombinant Fam108B, FP-Rh probe fluorescence polarization;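 active means inhibition above the screen mean inhibition plus 3 SD, computed separately per campaign, cut at about 18% in these data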;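 further: inhibitors lower polarization as less probe binds the enzyme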
GLD-1 TGE inh: GLD-1-TGE RNA interaction inhibition (C. elegans); purified GLD-1 + fluorescein TGE RNA, fluorescence polarization; hit rate 0.44% among 320,000; inhibition, % at 5.96 µM; Q17339;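 active means percent inhibition above a per-plate cutoff, the plate mean of test compounds plus 3 SD, cut at about 30% in these data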;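 further: 0% = DMSO wells with GLD-1 and probe and 100% = wells lacking GLD-1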
PAD4 inh: inhibitors of human PAD4; Q9UM07; hit rate 0.41% among 330,000; inhibition, % at 6.36 µM; recombinant PAD4, RCA probe fluorescence polarization;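 active means percent inhibition above a cutoff equal to the mean of all tested compounds plus 3 SD, cut at about 15% in these data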;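 further: 0% = PAD4 with RCA probe and DMSO and 100% = probe without PAD4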
MEX-5 binding: C. elegans MEX-5 TCR-2 RNA binding activity; MEX-5/FITC-TCR2 RNA binding, fluorescence polarization; stronger effect = lower value; activity score (negative = inhibition of binding), % at 10 µM; hit rate 0.38% among 300,000;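 active means inhibition past about -25% in most replicates, and total fluorescence under double the plate's negative control median, limit read from the data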;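 further: 0% = DMSO and -100% = 5 µM competing unlabeled TCR2 RNA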
Target sequence (Q9XUB2 whole entry, looked up): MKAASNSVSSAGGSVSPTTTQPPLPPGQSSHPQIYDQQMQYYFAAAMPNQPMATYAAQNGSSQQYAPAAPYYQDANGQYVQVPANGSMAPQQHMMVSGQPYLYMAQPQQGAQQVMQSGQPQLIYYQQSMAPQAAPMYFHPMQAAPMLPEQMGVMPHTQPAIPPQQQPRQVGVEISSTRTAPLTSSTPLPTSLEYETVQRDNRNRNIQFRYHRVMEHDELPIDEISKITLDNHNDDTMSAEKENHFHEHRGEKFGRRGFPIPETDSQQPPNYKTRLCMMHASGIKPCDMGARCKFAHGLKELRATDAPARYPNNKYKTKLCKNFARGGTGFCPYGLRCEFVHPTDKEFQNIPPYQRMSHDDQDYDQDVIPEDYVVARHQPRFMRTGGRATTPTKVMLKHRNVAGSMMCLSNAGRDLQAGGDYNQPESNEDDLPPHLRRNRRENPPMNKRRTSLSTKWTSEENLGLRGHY
MCL1-BIM inh: inhibitors of human MCL1 binding to BIM-BH3 peptide. Q07820. GST-MCL1 / FITC-Bim-BH3 fluorescence polarization. inhibition, % at 10.9 µM. hit rate 0.68% among 320,000. AID 2057;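 active means inhibition above the mean inhibition of all tested compounds plus 3 SD, set per campaign, cut at about 40% in these data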;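 further: 0% = DMSO wells and 100% = unlabeled Bim-BH3 peptide control; higher means more loss of mP so more displacement of Bim peptide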
Target sequence (Q07820 whole entry, looked up): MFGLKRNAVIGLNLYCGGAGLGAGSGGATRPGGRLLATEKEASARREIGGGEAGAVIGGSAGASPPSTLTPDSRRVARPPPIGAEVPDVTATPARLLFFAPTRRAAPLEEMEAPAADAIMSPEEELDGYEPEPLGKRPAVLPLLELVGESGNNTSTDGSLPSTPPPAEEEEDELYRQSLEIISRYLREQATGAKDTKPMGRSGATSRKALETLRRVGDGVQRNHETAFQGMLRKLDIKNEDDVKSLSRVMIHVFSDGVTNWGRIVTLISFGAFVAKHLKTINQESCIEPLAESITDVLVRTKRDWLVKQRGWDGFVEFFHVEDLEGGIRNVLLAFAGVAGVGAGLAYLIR
GSTO1 counter: counter-screen for RBBP9 inhibitors: inhibitors of human GSTO1 | hit rate 1.1% among 300,000 | recombinant GSTO1, activity-based probe fluorescence polarization | AID 1974 | inhibition, % at 5.96 µM;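 active means inhibition above the campaign mean inhibition plus 3 SD, cut at about 35% in these data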;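 further: 0% = GSTO1-1 with DMSO and 100% = wells lacking GSTO1-1 enzyme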
Active calls of the source: *; . = not tested or not shown. Only part of the results is shown (hit frequency here may not be typical).

Below each compound: BCLXL inh, PME-1 primary, TPT1 inh, Fam108B inh, GLD-1 TGE inh, PAD4 inh, MEX-5 binding, MCL1-BIM inh, GSTO1 counter
- CCC(CC)NC(=O)COC(=O)c1cccc(C)c1O
    8, -2, -2, 2, -7, -2, -0.4, 6, -3
- O=C1CCCC2=C1C(c1ccccc1)C1C(=O)c3ccccc3C1=N2 (stereo not drawn)
    4, 5, -2, 3, -2, -5, -3.6, 9, -3
- CCCCn1c(N)c(N(CCC(C)C)C(=O)C2=NN(c3ccccc3)C(=O)CC2)c(=O)[nH]c1=O
    -5, -1, ., ., 1, -3, ., -8, .
- COc1cccc(C(=O)N2CCN(S(C)(=O)=O)CC2)c1
    4, -11, -4, -3, 1, -4, -0.2, 1, -2
- CCCCN(C(=O)CCNC(=O)NC12CC3CC(CC(C3)C1)C2)c1c(N)n(CCCC)c(=O)[nH]c1=O
    3, 1, -3, 1, 0, -3, -0.2, -9, 0
- CC1CN(c2nnc(NC(=O)c3ccccc3)s2)CC(C)O1 (stereo not drawn)
    -3, -2, 1, 2, 3, 0, -2.7, -10, -6
- Cc1nc(N2CCN(c3ccccn3)CC2)c2c(C)c(C(=O)Nc3ccc(F)cc3Cl)sc2n1
    0, 1, 2, -7, -1, -1, ., -5, 8
- Cc1ccc(N=C2C(=O)Nc3ccc(C)c(Br)c32)cc1
    -1, 2, 0, 0, 3, -1, 2.2, -9, 2
- COCc1cc(C)nc(SCC(=O)Nc2cccc(C)c2)c1C#N
    10, 0, -3, 4, -8, -3, -1.8, 3, -3
- Nc1nnc(SCC(=O)OCC(=O)c2ccccc2)s1
    -1, -3, 1, -4, -7, -4, 3.9, -2, 7
- CN(CC(=O)Nc1ccc(Cl)cc1)C(=O)c1ccc(N2CCCC2=O)cc1
    1, 0, ., ., -3, 5, ., -5, .
- CCC(C(=O)NCCCN1CCN(C)CC1)n1nc(C)n2c(cc3occc32)c1=O (stereo not drawn)
    -6, -7, 1, 0, -4, -5, -3.3, 0, 8
- CCCCCN(C(=O)NC(=O)Nc1ccccc1C)S(C)(=O)=O
    3, -1, 0, 1, 4, -1, -1.0, 3, -2
- C[C@@H](C(=O)Nc1ccc2ccccc2c1)[C@H]1C[C@]1(C)[C@H](NC(=O)c1cccnc1)c1ccccc1
    4, -5, 1, 4, 14, -2, ., 4, 2
- O=C(COC(=O)c1ccc[nH]c1=O)NCC1CCCO1 (stereo not drawn)
    1, 0, -1, 2, 5, -2, -2.1, 1, 0

Sorted by molar mass (lowest first): 3 of the compounds above
Below each compound: BCLXL inh, PME-1 primary, TPT1 inh, Fam108B inh, GLD-1 TGE inh, PAD4 inh, MEX-5 binding, MCL1-BIM inh, GSTO1 counter
- Nc1nnc(SCC(=O)OCC(=O)c2ccccc2)s1
    -1, -3, 1, -4, -7, -4, 3.9, -2, 7
- O=C1CCCC2=C1C(c1ccccc1)C1C(=O)c3ccccc3C1=N2 (stereo not drawn)
    4, 5, -2, 3, -2, -5, -3.6, 9, -3
- CN(CC(=O)Nc1ccc(Cl)cc1)C(=O)c1ccc(N2CCCC2=O)cc1
    1, 0, ., ., -3, 5, ., -5, .

Next compounds follow.
Below each compound: BCLXL inh, PME-1 primary, TPT1 inh, Fam108B inh, GLD-1 TGE inh, PAD4 inh, MEX-5 binding, MCL1-BIM inh, GSTO1 counter
- Clc1ccc(NCn2cncn2)nc1
    11, -1, -9, -3, 15, 1, 0.4, 1, 2
- O=C(O)C(Cc1c[nH]c2ccccc12)NS(=O)(=O)c1ccc(Cl)c(C(F)(F)F)c1 (stereo not drawn)
    3, 5, 1, 2, 1, -2, -0.1, -10, 21
- C#CCOCCOCCOCCNc1nc(N2CCN(C(=O)[C@H](CCC(=O)O)n3cc(C(N)[C@H](C)CC)nn3)CC2)nc(N2CCN(C(=O)[C@H](Cc3ccc(O)cc3)n3cc(C(N)[C@H](C)CC)nn3)CC2)n1 (stereo partly drawn)
    3, 0, -7, 9, 1, 1, 1.4, 4, 9
- CC1CCCC(NC(=O)C2CCC(CNc3c(N4CCCC4)c(=O)c3=O)CC2)C1C (stereo not drawn)
    0, -6, 0, 0, 0, 2, -0.7, -2, 1
- CCCC(=O)Nc1ccc(C(=O)NNC(=O)c2ccco2)cc1
    -2, 3, 4, 3, -4, -1, 1.2, -5, 5
- COCc1ccc(CN2CCCC(CO)(Cc3cccc(OC)c3)C2)o1 (stereo not drawn)
    4, -1, 0, -1, -2, 0, -2.3, -1, -3
- O=C(c1cnn2c(C(F)F)cc(-c3ccccc3)nc12)N1CCCc2ccccc21
    -4, -7, -4, -1, 7, -2, 1.2, -7, 0
- CCOC(=O)C1(Cc2cccc(Cl)c2)CCCN(C(=O)c2ccc(C)nc2)C1 (stereo not drawn)
    2, 6, -4, 2, -1, -3, 1.4, -7, -1
- Cc1cccc(C(=O)NNC(=O)CCC(=O)Nc2cccc(Cl)c2C)c1
    3, 6, -1, 1, 2, 6, ., -4, 4
- COc1ccc(C(CNC(=O)COc2ccc(Cl)cc2C)N2CCCCC2)cc1 (stereo not drawn)
    8, -6, -4, 0, -3, -4, 1.2, 5, -4
- CCOC(=O)c1cc(-c2ccc(OC)cc2)n(CCC(=O)NCCN2CCC(C)CC2)c1C
    2, -1, -1, 4, -4, 0, -0.4, 3, 4
- CN(Cc1ccccc1)C(=O)COc1ccc2ccccc2c1
    -1, 2, -3, -2, 4, 3, 2.3, 2, -2
- COc1cc(/C=C/C(=O)O)cc(S(=O)(=O)Nc2cc(Cl)c(Cl)cc2Cl)c1OC
    8, 4, -5, -1, 4, 0, -6.4, 5, 18
- CCCCN1CNC(=S)N(c2cc(C)ccc2C)C1
    5, 4, 1, -2, 2, -3, 0.8, 4, 6
- CCc1ccccc1Nc1nc(N)nc(COC(=O)c2cccn2C)n1
    -1, -4, -5, -1, 3, 7, -2.7, 2, -1

Carrying on.
Below each compound: BCLXL inh, PME-1 primary, TPT1 inh, Fam108B inh, GLD-1 TGE inh, PAD4 inh, MEX-5 binding, MCL1-BIM inh, GSTO1 counter
- Cc1nn(Cc2cccc(F)c2)c(C)c1NC(=O)c1c(Cl)cnn1C
    4, -8, -2, 4, 8, -2, -2.2, 1, -2
- Cn1c(COc2ccccc2Br)nc2ccccc21
    6, 1, -3, -2, 5, -2, -2.5, 4, 6
- Nn1c(SCC(=O)N2CCN(S(=O)(=O)c3ccccc3)CC2)nnc1-c1cccs1
    -6, 0, 1, 2, 5, 1, 1.7, -2, 0
- COc1ccc(C2SCC(=O)N2c2c(C)n(C)n(-c3ccccc3)c2=O)cc1 (stereo not drawn)
    3, -1, -3, -2, 6, -4, 0.6, 5, 3
- O=C(Nc1cccc2ncccc12)c1ccc([N+](=O)[O-])o1
    4, 6, 1, -3, 5, -8, -0.5, 1, 0
- CCCCC1(C)NC(=O)N(CC(=O)Nc2ccc(S(=O)(=O)N3CCOCC3)cc2)C1=O (stereo not drawn)
    -1, 4, -2, 1, -1, -3, -0.6, -5, -6
- COC(=O)CCn1nnc(-c2cccs2)n1
    -1, 1, 3, -2, 3, 0, 1.7, 0, -2
- COc1ccc(C)cc1Nc1n[n+](-c2ccccc2)c(-c2ccc(OC)c(OC)c2OC)s1
    5, 3, -2, 6, 3, -1, 3.8, 4, 2
- O=C(Nc1ccccc1)c1cccc(S(=O)(=O)NCc2ccco2)c1
    2, -3, -2, 0, 3, -4, 1.0, -2, -2
- Cc1cccc(NC(=O)c2cc(Cl)nc3ccccc23)n1
    4, 1, 0, 2, 5, 3, -2.1, 6, 1
- CCOC(=O)c1cnn(-c2nc(C)cc(C)n2)c1N
    10, 0, -6, 0, 1, 3, -2.4, 2, 3
- Cc1ccc(N(CC(=O)NCc2cccnc2)S(C)(=O)=O)cc1C
    1, -7, -5, -2, -2, 3, -2.0, 7, 2
- Cc1coc2c1c(C)cc1oc(=O)c(CC(=O)NCCCCCC(=O)O)c(C)c12
    7, 0, -1, 2, -11, -1, 1.3, 7, 1
- O=C1C=C(c2ccc(Cl)cc2)OC2(CCCC2)O1
    0, -2, -2, 2, 3, -1, 3.8, 4, -3
- CN(C)CCCN1C(=O)c2cccc3cccc(c23)C1=O
    8, 0, -4, -6, 2, -1, -2.6, 5, 6

Continuation:
Below each compound: BCLXL inh, PME-1 primary, TPT1 inh, Fam108B inh, GLD-1 TGE inh, PAD4 inh, MEX-5 binding, MCL1-BIM inh, GSTO1 counter
- CCn1c(SCC(=O)N2CCN(C(=O)c3ccco3)CC2)nnc1C(C)C
    0, -2, -1, -1, -5, -4, 1.3, -4, -1
- COC(=O)c1ccc(NC(=S)Nc2ccccc2)cc1
    7, 1, -2, -3, 6, 5, 1.0, 8, -3
- COCC(C)n1c(SCC(=O)NCCC2=CCCCC2)nc2ccccc2c1=O (stereo not drawn)
    6, -1, 1, 1, 8, -1, -0.3, 3, 1
- Cc1cc(C)cc(NC(=O)COC(=O)Cn2cnc3c2c(=O)n(C)c(=O)n3C)c1
    1, -4, ., ., 6, 2, ., -2, .
- CCOC(=O)c1cc(-c2csc(COc3ccccc3)n2)on1
    5, 0, -2, 3, 1, 0, 2.6, 1, 3
- CCC(=O)Nc1ccc(C(=O)NNC(=O)c2cccs2)cc1
    -4, -2, 1, 5, 12, 2, -2.5, 3, 0
- CCc1nc(N2CCN(S(C)(=O)=O)CC2)c2c3c(sc2n1)CCCC3
    8, -2, -4, -2, 5, 0, -0.3, 4, 9
- NS(=O)(=O)c1ccc2nc(NC(=O)CS(=O)(=O)c3ccccc3)sc2c1
    0, 1, 3, -2, 0, -7, -1.4, 2, -1
- CCC(=O)N(C)CCc1cc2c(c(OC)c1/C=N/NC(=O)c1ccncc1)OCO2
    1, 6, 0, -5, 4, -4, 0.7, -1, 4

Copied from the results shown (eight entries):
Below each compound: BCLXL inh, PME-1 primary, TPT1 inh, Fam108B inh, GLD-1 TGE inh, PAD4 inh, MEX-5 binding, MCL1-BIM inh, GSTO1 counter
- COC(=O)c1ccc(NC(=S)Nc2ccccc2)cc1
    7, 1, -2, -3, 6, 5, 1.0, 8, -3
- COCC(C)n1c(SCC(=O)NCCC2=CCCCC2)nc2ccccc2c1=O (stereo not drawn)
    6, -1, 1, 1, 8, -1, -0.3, 3, 1
- Cc1cc(C)cc(NC(=O)COC(=O)Cn2cnc3c2c(=O)n(C)c(=O)n3C)c1
    1, -4, ., ., 6, 2, ., -2, .
- CCOC(=O)c1cc(-c2csc(COc3ccccc3)n2)on1
    5, 0, -2, 3, 1, 0, 2.6, 1, 3
- CCC(=O)Nc1ccc(C(=O)NNC(=O)c2cccs2)cc1
    -4, -2, 1, 5, 12, 2, -2.5, 3, 0
- CCc1nc(N2CCN(S(C)(=O)=O)CC2)c2c3c(sc2n1)CCCC3
    8, -2, -4, -2, 5, 0, -0.3, 4, 9
- NS(=O)(=O)c1ccc2nc(NC(=O)CS(=O)(=O)c3ccccc3)sc2c1
    0, 1, 3, -2, 0, -7, -1.4, 2, -1
- CCC(=O)N(C)CCc1cc2c(c(OC)c1/C=N/NC(=O)c1ccncc1)OCO2
    1, 6, 0, -5, 4, -4, 0.7, -1, 4
